# Lipid storage S3 – qHTS Assay for Lipid Storage Modulators in Drosophila S3 Cells; Drosophila S3 cells, BODIPY lipid droplet fluorescence, 18-24 h; cells fed with added oleic acid; lipid storage change, negative = inhibition, % at the top dose, mostly 46.1 µM; hits show Potency in µM; 320,000 compounds, 0.64% hits; AID 2685; active = well fitted inhibition curve with a large enough effect in the signal ratio, with a control signal flat, not every such curve was filed as active; inconclusive = small, poorly fitted or top-dose-only effect, or effect the other way, or a change in a side signal; the % refers to the signal ratio
#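 Laser-scanning cytometry quantifies lipid droplet accumulation (500–530 nm total intensity; droplet/cell object ratio) in oleic acid-fed (400 uM added) Drosophila S3 cells treated with a concentration series. 20 uM Triacsin C defined 100% inhibition.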
# Lipid storage S3 cell count max – second read-out of Lipid storage S3, no call of its own (marks repeat the call); cell number change, %; measured here: cell count max response;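 cells counted by Cell Tracker Red CMTPX staining in the red channel; peak over a dose series mostly up to 46.1 µM; percent activity relative to internal control wells on each plate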
# Active calls of the source: *; i = inactive; u = inconclusive; x = not tested or not shown; [ ] = remark or other dose. % is scaled to controls: 0 for no effect and ±100 for the full control effect; potency is read from the fitted curve at half-maximal effect. Not all compounds are listed, so the mix of outcomes need not match the whole.
Lipid storage S3 cell count max,Lipid storage S3,molecule
27,2%,CC1CCc2c(sc3nc(SCC(=O)O)n(-c4ccccc4)c(=O)c23)C1 (stereo not given)
18,8%,CCC(C)NC(=O)CSc1nc2ccccc2c(=O)n1-c1c(C)n(C)n(-c2ccccc2)c1=O (stereo not given)
1,-5%,O=C(O)c1ccc2c(c1)ncn2C1CCCC1
-12*,16µM*,O=C(c1cc(C2CC2)nn1-c1ccccc1)N1CCN(S(=O)(=O)c2ccccc2)CC1
13,i,Cc1cc(NC(=O)c2cc(-c3ccccc3Cl)nc3ccccc23)no1
x,u,COc1ccc(-c2nnc(-c3ccc(N)cc3)o2)cc1
x,u,CCn1nc(C)cc1-c1nnc(SCC(=O)Nc2ccccc2)n1CCCOC
-2,0%,O=C(CSc1ccc(-c2ccc(Cl)cc2)nn1)N1CCCc2ccccc21
x,u,COC(CNC(=O)c1cc(C)nn1-c1ccccc1)OC
x,u,c1ccc(Cc2nc3ccccc3o2)cc1
x,u,O=C(Cc1n[nH]c(=O)c2ccccc12)OCC(=O)c1ccc(F)cc1
1,1%,O=C(NCc1ccc(N2CCCC2=O)cc1)c1ccc(F)cc1
x,u,CN1CCN(C(=O)c2cc3ccccc3cc2O)CC1
x,u,CCNc1nc(OCCNC(C)=O)nc(N(C)C)n1
x,u,COC(=O)c1[nH]c2cc(OC)ccc2c1NC(=O)CCN1CCN(Cc2ccc3c(c2)OCO3)CC1
-2.6*,29µM*,CCOc1cc(C(c2c(C)[nH][nH]c2=O)c2c(C)[nH][nH]c2=O)ccc1OS(=O)(=O)c1ccccc1
x,-4%,CCCCN(C)CCC(=O)Nc1ccc(C)cc1
x,u,Cc1ccccc1NC(=O)Cc1nc(COC(=O)c2cc([N+](=O)[O-])ccc2N)cs1
-3,-15%,N#C/C(=C\c1ccc(O)cc1)C(=O)NCc1cccc(Cl)c1
x,u,O=C1c2ccc([N+](=O)[O-])cc2C(=O)N1c1c[nH]c(=O)[nH]c1=O

# Next part.
Lipid storage S3 cell count max,Lipid storage S3,molecule
x,u,CC1Cc2ccccc2N1S(=O)(=O)c1cccc(C(=O)NCc2ccccn2)c1 (stereo not given)
x,u,Nc1ccc2c(c1)N=[N+]([O-])c1cc(N)ccc1C2
x,u,CC(=O)c1ccc(N2C(=O)NC3(CCCCC3)C2=O)cc1
3,23%,CCCn1c(CCC(=O)O)nc2cc(S(=O)(=O)N(CC)CC)ccc21
x,u,COc1ccc(CCNC(=O)c2ccc3c(c2)N(Cc2ccccc2)CCS3)cc1OC
x,u,CCOC(=O)CNC(=O)CSc1ncnc2c1cnn2-c1ccc(Cl)cc1
-5,-20%,Cc1nnc(NC(=O)c2ccc(C)c(S(=O)(=O)N3CCCCCC3)c2)s1
x,i,COc1ccc(C(C)=O)cc1CSc1ncccn1
x,u,S=c1[nH]nc(C2CCCCC2)n1/N=C/c1ccccc1
x,u,Cc1nn(-c2ccccc2)c(C)c1NC(=O)COC(=O)/C=C/c1ccccc1
x,i,COc1ccc(Nc2nc3ccccc3nc2-n2nc(C)cc2C)cc1
10,23%,CC(C)CN1CCN(Cc2nc3ccccc3s2)CC1CCO (stereo not given)
-1,4%,COc1cc(C(C(=O)NC2CCCCC2)N(C(=O)Cc2c[nH]c3ccccc23)c2ccccc2C)cc(OC)c1OC (stereo not given)
x,u,COCc1c(C(=O)NCC2COc3ccccc3O2)oc2ccccc12 (stereo not given)
23,8%[9.22 µM],CCC(C)NC(=O)C1CCN(S(=O)(=O)c2cccc3cccnc23)CC1 (stereo not given)
x,u,Cc1cc(C)cc(NC(=O)Nc2ccc(S(=O)(=O)Nc3cc(C)on3)cc2)c1
x,u,CCC(C)Sc1ccc(-c2nc3ccc(C)cn3c2NCc2ccccc2)cc1OC (stereo not given)
1,0%,COc1ccc(CN(C(=O)c2ccc(CN3CCOCC3)o2)C(C(=O)NCC2CCCO2)c2ccc(F)cc2)cc1 (stereo not given)
x,u,CCOC(=O)C1CCN(S(=O)(=O)c2cccc(-c3cn4cc(Cl)ccc4n3)c2)CC1
x,u,CC(O)CNCc1ccc(-c2ccccc2)cc1 (stereo not given)

# Structural class, the entries above with an NH in an aromatic ring
Lipid storage S3 cell count max,Lipid storage S3,molecule
x,u,O=C(Cc1n[nH]c(=O)c2ccccc12)OCC(=O)c1ccc(F)cc1
x,u,COC(=O)c1[nH]c2cc(OC)ccc2c1NC(=O)CCN1CCN(Cc2ccc3c(c2)OCO3)CC1
-2.6*,29µM*,CCOc1cc(C(c2c(C)[nH][nH]c2=O)c2c(C)[nH][nH]c2=O)ccc1OS(=O)(=O)c1ccccc1
x,u,O=C1c2ccc([N+](=O)[O-])cc2C(=O)N1c1c[nH]c(=O)[nH]c1=O
x,u,S=c1[nH]nc(C2CCCCC2)n1/N=C/c1ccccc1
-1,4%,COc1cc(C(C(=O)NC2CCCCC2)N(C(=O)Cc2c[nH]c3ccccc23)c2ccccc2C)cc(OC)c1OC (stereo not given)

# Additional results follow.
Lipid storage S3 cell count max,Lipid storage S3,molecule
2,2%,COc1cccc(-n2c(=O)[nH]cc(C(=O)Nc3ccc4c(c3)OCCO4)c2=O)c1
x,u,O=C(O)CC1S/C(=N\N=C2CCCCCC2)N(c2ccccc2)C1=O (stereo not given)
x,u,O=C(c1ccc(Cn2cc(Br)cn2)cc1)N1CCN(c2ccccc2)CC1
x,u,N#CCCCSc1nnc(-c2ccccn2)o1
-1,-1%,Cc1cccc(Cc2cnc(N3C(=N)SC(C)C3=O)s2)c1 (stereo not given)
x,u,CCN1CCN(S(=O)(=O)c2ccc(Cl)c(C(=O)NC(C)(C)C)c2)CC1
10,i,COc1cc(Cl)c(C)cc1NC(=O)CSc1sc2c(O)cc(=O)[nH]c2c1C#N
x,u,Cc1cc(S(=O)(=O)NCc2ccccc2)ccc1OCC(=O)N1CCOCC1
x,i,CC(C)S(=O)(=O)c1nsc2nc(=O)c(/C=C3\C=Nc4ccccc43)c(N)n12
x,u,CSc1ccc(/C=C(/NC(=O)c2ccc(C)cc2)C(=O)Nc2cccc(F)c2)cc1
x,u,CCCCOc1ccc(-c2ncc(Cl)cn2)cc1
5,1%,COCCCNC(=O)CN(c1ccc(Cl)c(Cl)c1)S(C)(=O)=O
x,u,Cc1cc(C)n(-c2ccc(C(=O)OC(C)C(=O)Nc3ccc(C(N)=O)cc3)cc2)n1 (stereo not given)
14,0%,COc1ccccc1OCCOCCOc1ccc(C)cc1Br
x,u,COc1ccc(N2C(=O)CC(N3CCCCC3)C2=O)cc1 (stereo not given)
x,u,O=C(COC(=O)Cc1ccc(S(=O)(=O)N2CCOCC2)s1)NCc1ccc(Cl)cc1
-3,28%,N#Cc1ccc(C(=O)Nc2cc(-c3ccccc3)nn2-c2ccccc2)cc1
x,u,O=C(CCCn1c(=O)[nH]c2cc(Cl)ccc2c1=O)NC1CCCCCC1
x,u,Cc1cccc(NC(=O)/C(C#N)=C/c2cn(CC(=O)NCc3ccco3)c3ccccc23)c1
4,-19%,COCCN1C(=O)c2ccc(C(=O)Nc3cccnc3)cc2C1=O

# Arranged by molecular weight (largest number first): 4 of the compounds above
Lipid storage S3 cell count max,Lipid storage S3,molecule
x,u,O=C(COC(=O)Cc1ccc(S(=O)(=O)N2CCOCC2)s1)NCc1ccc(Cl)cc1
x,u,CSc1ccc(/C=C(/NC(=O)c2ccc(C)cc2)C(=O)Nc2cccc(F)c2)cc1
x,i,CC(C)S(=O)(=O)c1nsc2nc(=O)c(/C=C3\C=Nc4ccccc43)c(N)n12
4,-19%,COCCN1C(=O)c2ccc(C(=O)Nc3cccnc3)cc2C1=O

# Further entries
Lipid storage S3 cell count max,Lipid storage S3,molecule
x,u,COc1ccc(OC)c(S(=O)(=O)NCc2csc(-c3ccccc3)n2)c1
18,-11%,COc1cccc(/C=N/N=C(\N)c2nonc2N)c1O
x,u,CCCS(=O)(=O)N1CCCC(C(=O)NCCCN2CCN(c3cccc(Cl)c3)CC2)C1 (stereo not given)
-22,-24%,CCCC(C)NC(=O)COc1ccc(S(=O)(=O)N2CCCC2)cc1 (stereo not given)
x,u,O=C(Nc1cccc(CNCCc2c[nH]c3ccccc23)c1)c1ccccc1Cl
-1,-4%,COc1ccc(C(=O)NCC(=O)OC2CCCCC2=O)cc1 (stereo not given)
x,u,Clc1ccc(OCc2nn3c(-c4ccccc4)nnc3s2)c(Cl)c1
x,u,O=C(CNC(=O)c1ccc(Br)o1)NCC1CCCO1 (stereo not given)
-8,-3%,O=C(COC(=O)CC1CCCCC1)Nc1c(Cl)cccc1Cl
-19,i,CCN1C(=O)NC2=C(C(=O)c3ccccc32)C1c1ccccc1F (stereo not given)
x,u,CC(C)(C)NC(=O)CN(C(=O)CNS(=O)(=O)c1ccc(Cl)cc1)c1ccc2c(c1)OCCO2
x,u,O=C(NC1CCCCCCC1)c1ccccc1O
x,0%,CCOc1ccc(CC2CC(=O)NC2=O)cc1 (stereo not given)
8,3%,Cc1ccccc1OCCC(=O)OCC(=O)N1CCN(S(=O)(=O)c2ccc(Cl)cc2)CC1
x,u,Cc1ccc2c(C(=O)CCl)c(C)[nH]c2c1
-2,14%,c1coc(-c2nc3ccccc3nc2-c2ccco2)c1
x,u,O=C(Cn1cnc2c(nnn2Cc2ccccc2)c1=O)NCC1CCCO1 (stereo not given)
x,u,CN(c1cccc(NC(=O)c2ccc(N(C)S(=O)(=O)c3ccccc3)cc2)c1)S(C)(=O)=O
7,i,COc1ccccc1C(C(=O)NC1CCCC1)N(C(=O)c1csnn1)C1CC1 (stereo not given)
x,u,CC1(C)CC(=O)C=C(Nc2ccc(Cl)cc2)C1

# (cont.)
Lipid storage S3 cell count max,Lipid storage S3,molecule
-1,20%,COC(C(=O)Nc1ccc(S(=O)(=O)Nc2c(C)cccc2C)cc1)c1ccccc1 (stereo not given)
x,u,COCCN(C(=S)Nc1c(C)cccc1C)C(C)c1cccs1 (stereo not given)
1,11%[9.22 µM],COc1ccc(Cl)cc1S(=O)(=O)Nc1ccncc1
x,u,CC1CCC2(CC1)NC(=O)N(CC(=O)NC(=O)NC1CCCC1)C2=O (stereo not given)
2,-3%,Cc1ccc(NC(=O)N(CCCN2CCOCC2)Cc2cccnc2)cc1C
-6,0%,O=C(CCc1nc(-c2ccccc2F)no1)Nc1cccnc1
-5,-7%,COc1ccc(CCNc2cc(-c3ccccc3)nc3ncnn23)cc1
x,u,NC(=NC(=O)c1ccc(OCC(F)(F)F)nc1)c1ccccc1
x,u,CC(=O)N1c2ccccc2NC(=O)C1(C)C
-7,0%,COc1ccccc1C(O)c1nccn1C (stereo not given)
-6,17%,O=C(Cn1ccnc1)c1ccc(Cl)cc1
x,u,COc1ccccc1-c1c(C)oc2c(CN3CCCC(C)C3)c(O)ccc2c1=O (stereo not given)
x,u,CCS(=O)(=O)N1CCCC(C(=O)c2ccc(OC)cc2C)C1 (stereo not given)
6,-2%,COc1ccc2c(c1)-c1nc(/N=C/c3ccc(O)c(OC)c3)sc1CC2
x,-4%,O=C(CSc1cccc(C(F)(F)F)c1)Nc1cc(S(=O)(=O)N2CCCC2)ccc1Cl
x,i,O=C(NCCCCNC(=O)c1c(F)c(F)c(F)c(F)c1F)c1c(F)c(F)c(F)c(F)c1F
x,u,COc1ccc(-c2nn3c(COc4ccccc4)nnc3s2)cc1OC
-6,9%,NC(=O)C1CCN(C(=O)CCNS(=O)(=O)c2ccccc2F)CC1
x,u,CCCCn1nc(C(=O)N(CC)CC(=O)Nc2c(F)cccc2F)c2ccccc2c1=O
x,u,Cc1nn(C2CCS(=O)(=O)C2)c(Cl)c1/C=C/C(=O)OCC(=O)Nc1ccc2c(c1)OCO2 (stereo not given)

# The list continues.
Lipid storage S3 cell count max,Lipid storage S3,molecule
x,u,CSc1nc(NCCCO)c2c3c(sc2n1)CN(C)CC3
x,u,CCOc1ccc(-c2c(=O)n(OCc3ccccn3)c3ccccc3[n+]2[O-])cc1
15,6%,CC(=O)c1ccc(Sc2ccccc2)c([N+](=O)[O-])c1
x,u,CC(C)(C)c1ccc(OCCC(=O)Nc2ccc(N3CCOCC3)cc2N2CCOCC2)cc1
-2,0%,CCn1cc(CN2CCC(C(=O)Nc3cccc(-c4cccc(OC)c4)c3)CC2)cn1
18,2%,COC(=O)c1cc(C)nc(Sc2ccccc2NC(C)=O)n1
x,u,Nc1ccc(CCc2nc3ccccc3o2)cc1
1,i,CCOc1ccc2[nH]c(=O)c(=O)[nH]c2c1
4.1*,23µM*,CN(c1ccccc1)S(=O)(=O)c1cccc(NC(=O)CSc2nnc(C3CC3)n2C)c1
-2,-8%,CCc1ccc(OCCCC(=O)Nc2nnc(C3CCCO3)s2)cc1 (stereo not given)
x,u,CCCCN(Cc1cccs1)S(=O)(=O)c1csc(C(N)=O)c1
x,u,COC(=O)c1ccc(C(=O)OC)c(NC(=S)N2CCN(c3ccccc3F)CC2)c1
0,5%,COc1cc(NS(=O)(=O)c2ccc3[nH]c(=O)oc3c2)cc(OC)c1
-2,11%,O=C(Nc1ccc2ccccc2n1)c1ccccc1Cl
-2,-1%,COc1cc(COCC(O)CN2CCCCC2C)cc(OC)c1OC (stereo not given)
x,i,CCOC(=O)N=S(=O)(Oc1ccc([N+](=O)[O-])cc1)c1ccccc1 (stereo not given)
-3,4%,CC1CCCN(Cc2c(O)ccc3c2O/C(=C\c2ccco2)C3=O)C1 (stereo not given)
x,u,O=C(Nc1ccc2c(c1)OCCO2)C1CCN(S(=O)(=O)c2ccccc2)CC1
x,u,COc1ccc(C(=O)/C(=C\c2ccco2)N2C=CC=CC2=C(C#N)C#N)cc1

# Screening results as filed in PubChem BioAssay.
